NPY-Y2 antag – NPY-Y2 receptor antagonists, primary screen, cell-based; AID 793, 2007; Neuropeptide Y receptor type 2 (Homo sapiens), P49146; actives 0.99% (n = 140,000); NPY-Y2 expressing cells, antagonist mode; inhibition, % at 2.7 µM; in the data active = inhibition above about 17%;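 note: 0% = vehicle with agonist challenge and 100% = reference antagonist with challenge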
Target sequence (P49146 whole entry, looked up): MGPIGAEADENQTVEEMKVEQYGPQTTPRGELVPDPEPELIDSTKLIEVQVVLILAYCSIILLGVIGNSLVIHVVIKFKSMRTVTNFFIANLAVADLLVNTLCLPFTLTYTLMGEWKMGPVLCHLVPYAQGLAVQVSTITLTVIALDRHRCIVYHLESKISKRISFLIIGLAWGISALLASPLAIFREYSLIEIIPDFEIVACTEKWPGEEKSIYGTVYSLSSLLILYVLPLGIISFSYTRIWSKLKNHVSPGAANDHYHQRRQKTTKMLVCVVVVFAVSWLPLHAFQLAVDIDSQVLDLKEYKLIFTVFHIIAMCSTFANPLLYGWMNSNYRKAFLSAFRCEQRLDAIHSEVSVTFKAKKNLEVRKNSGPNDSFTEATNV
Yeast growth inh – growth inhibitors of yeast BB579 in restrictive medium, primary screen, yeast lifespan-shortening project, S. cerevisiae | OD615, 48 h | inhibition, % at 10 µM | actives 0.51% (n = 140,000) | AID 804, 2007;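 active = inhibition above a set limit, 3 SD over the mean compound inhibition, cut at about 44% in these data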; note: inactives centre near -24
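test system = yeast BB579 (DeaD) | buffer or medium = restrictive CSMM-D medium | doses = single compound dose of 10 µM, 0.25% DMSO final | times = 4 h preincubation and 48 h exposure at 30 °C | technique = culture absorbance at 615 nm | benchmarks = amphotericin B 10 µg/mL, positive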
MRP1 act – H69AR viability gain despite doxorubicin, primary screen, MRP-1 activator project, H69AR cells, CellTiter-Glo | actives 0.61% (n = 140,000) | viability increase, % at 10 µM | viability rescue | AID 799, 2007;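 active = viability gain under doxorubicin at or above a set limit, the compound median plus 3 SD, cut at about 4.7% in these data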;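 note: MRP-1 overexpressing cells given doxorubicin 25 µM after compound pretreatment; 18-22 h compound pretreatment then 72 h with doxorubicin before readout; 0% = doxorubicin-only wells and 100% = vehicle-treated cells without doxorubicin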
GALR2 antag – GALR2 antagonists in receptor-expressing cells, primary screen; AID 828, 2007; actives 0.39% (n = 140,000); antagonist mode; inhibition, % at 4 µM; in the data active = inhibition above about 27%;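 note: cells stimulated with galanin 1-16 at roughly its EC80; 0% = agonist challenge control and 100% = basal control without agonist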
Target sequence (O43603 whole entry, looked up): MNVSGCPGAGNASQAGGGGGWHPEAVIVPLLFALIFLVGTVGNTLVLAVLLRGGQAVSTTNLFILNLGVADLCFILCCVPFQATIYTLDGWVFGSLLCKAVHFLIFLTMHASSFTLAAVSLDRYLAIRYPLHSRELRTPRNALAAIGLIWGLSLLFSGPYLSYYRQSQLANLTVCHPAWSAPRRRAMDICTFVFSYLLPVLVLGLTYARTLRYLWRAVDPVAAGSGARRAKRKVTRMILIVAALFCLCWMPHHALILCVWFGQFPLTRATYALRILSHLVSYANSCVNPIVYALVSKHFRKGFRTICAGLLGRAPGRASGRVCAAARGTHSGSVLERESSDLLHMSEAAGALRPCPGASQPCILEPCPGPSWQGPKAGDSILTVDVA
Measles CPE – compounds protecting cells from measles virus cytopathic effect, primary screen, measles RdRp inhibitor project, single point, MLSMR library, absorbance; protection (pct of control), % at 4 µM; Measles virus-infected cells, CPE protection; actives 1.5% (n = 140,000); in the data active = protection mostly above about 24%, no sharp cut-off; inactive = mostly below about 26%; note: some compounds called inactive have numbers as strong as hits
PTEN del growth – growth suppression of PTEN-null HCT116, primary screen, cell-based, CellTiter-Glo | HCT116 PTEN-null viability, 60 h; active compounds read low | viability, % at 10 µM | actives 1.2% (n = 140,000);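 active = viability at or below a set limit, 4 SD under the median of all tested compounds, cut at about 3.7% in these data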;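 note: PTEN knockout HCT116 line with beta catenin targeted HCT116 as companion control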
Phagocytosis inh – inhibitors of macrophage phagocytosis, primary screen, imaging, J774A.1 cells, IgG beads. J774A.1 macrophage IgG-bead phagocytosis. inhibition, % at 5 µM. actives 0.07% (n = 110,000);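 active = inhibition above the mean of the plate negative controls plus 5 SD, cut at about 13% in these data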;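 note: phagocytic index as fraction of beads internalized from green versus red external bead signal; plate controls were DMSO negative control for no effect and cytochalasin-D positive control for full effect; some results beyond the cut were filed as inactive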
Yeast life ext – compounds extending yeast replicative lifespan, primary screen, S. cerevisiae, OD615; AID 775, 2007; actives 0.68% (n = 130,000); inhibition of the nicotinamide effect, % at 10 µM; S. cerevisiae growth with nicotinamide; deaD strain in restrictive glucose medium;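 active = inhibition above a set limit, placed 3 SD over the median of all compounds, cut at about 26% in these data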;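 note: 0% = nicotinamide-treated wells and 100% = cells grown without nicotinamide; some compounds called inactive have numbers as strong as hits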
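Test system: DeaD-strain S. cerevisiae / Buffer or medium: restrictive glucose medium / Also added: nicotinamide 1.5 mM / Doses: one concentration, 10 µM, DMSO 0.25% / Schedule: 48 h at 30 °C / Signal: OD615 measurement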
bCat KO growth – primary screen for growth suppressors in beta-catenin knockout HCT116 cells (colon tumor, human); HCT116 beta-catenin knockout viability, CellTiter-Glo, 60 h; active compounds read low; viability, % at 10 µM; actives 1.5% (n = 140,000);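 active = viability at or under a set limit, the compound median less 4 SD, cut at about 6% in these data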;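 note: 0% = Hyamine 1622 control at 20 µM and 100% = untreated cell control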
E-sel TNF inh – E-selectin induction blockers in HUVEC – imaging, immunofluorescence, high content, primary screen. actives 0.71% (n = 120,000). inhibition, % at 2 µM. HUVEC TNFa-induced E-selectin immunofluorescence. AID 1246, 2008;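 active = inhibition above the batch mean plus 3 SD, and confirmed as a hit on visual image review, cut at about 43% in these data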;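 note: 0% = TNF-stimulated DMSO wells and 100% = unstimulated control wells; not every result past the cut was called active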
Numbers without * were called inactive.

How did CCc1nnc(NC(=O)CC(CN(C)S(=O)(=O)c2ccccc2)c2ccccc2)s1 (stereo not given) do in these assays?
NPY-Y2 antag: 9; Yeast growth inh: 4; MRP1 act: -4.0; GALR2 antag: -7; Measles CPE: 5; PTEN del growth: 58; Phagocytosis inh: 0; Yeast life ext: -4; bCat KO growth: 59

What do the screens show for `COc1ccc(C2SC[C@@H](C(=O)O)N2C(C)=O)cc1` (stereo not given in full)?
NPY-Y2 antag: 2; Yeast growth inh: -4; MRP1 act: -2.7; GALR2 antag: 4; Measles CPE: 8; PTEN del growth: 92; Yeast life ext: -12; bCat KO growth: 94; E-sel TNF inh: -19

Results for COC(=O)c1ccc(OC(=O)CCN2C(=O)C3C4c5ccccc5C(c5ccccc54)C3C2=O)cc1 (stereo not given) ?
NPY-Y2 antag: 6; Yeast growth inh: -30; MRP1 act: 0.4; GALR2 antag: -11; Measles CPE: 10; PTEN del growth: 94; Phagocytosis inh: -4; Yeast life ext: 6; bCat KO growth: 96; E-sel TNF inh: -8

How did COc1ccc(NC(=O)COC(=O)[C@@H]2CCCN2C(=O)c2cccs2)cc1 do in these assays?
NPY-Y2 antag: 1; Yeast growth inh: -38; MRP1 act: 0.8; GALR2 antag: 9; Measles CPE: 9; PTEN del growth: 105; Phagocytosis inh: 0; Yeast life ext: -11; bCat KO growth: 103; E-sel TNF inh: -9

Results for O=C(NCCO)c1cccc(Cl)c1 ?
NPY-Y2 antag: 2; Yeast growth inh: -2; MRP1 act: -0.4; GALR2 antag: -3; Measles CPE: 3; PTEN del growth: 96; Phagocytosis inh: 0; Yeast life ext: -1; bCat KO growth: 93

Results for CCOC(=O)c1ccc(NC(=O)CSc2nc(NC(=O)c3ccccc3)c3c(C)c(C)oc3n2)cc1 ?
NPY-Y2 antag: 3; Yeast growth inh: -14; MRP1 act: -1.4; GALR2 antag: -1; Measles CPE: 4; PTEN del growth: 66; Phagocytosis inh: -6; Yeast life ext: 1; bCat KO growth: 81; E-sel TNF inh: 41

What do the screens show for `O=C(Nc1ccc([N+](=O)[O-])cn1)C1CC1`?
NPY-Y2 antag: 1; Yeast growth inh: -16; MRP1 act: -0.4; GALR2 antag: 4; Measles CPE: 15; PTEN del growth: 87; Phagocytosis inh: -7; Yeast life ext: 2; bCat KO growth: 100

What do the screens show for `CC(=O)Nc1ccc2oc(-c3ccccc3Br)nc2c1`?
NPY-Y2 antag: 8; Yeast growth inh: -4; MRP1 act: 3.3; GALR2 antag: -2; Measles CPE: 1; PTEN del growth: 100; Phagocytosis inh: 1; Yeast life ext: -25; bCat KO growth: 113; E-sel TNF inh: 16

What do the screens show for `COC(=O)c1cc(Br)c(=O)n(CCN(C(C)C)C(C)C)c1`?
NPY-Y2 antag: 3; Yeast growth inh: -45; MRP1 act: -0.7; GALR2 antag: -1; Measles CPE: 23; PTEN del growth: 87; Phagocytosis inh: -1; Yeast life ext: -9; bCat KO growth: 90; E-sel TNF inh: -21

What do the screens show for `Cc1ccc(NC(=O)C2CCN(S(=O)(=O)c3c(C)[nH]c(=O)[nH]c3=O)CC2)cc1`?
NPY-Y2 antag: 1; Yeast growth inh: -52; MRP1 act: 0.5; GALR2 antag: -6; Measles CPE: 24; PTEN del growth: 103; Phagocytosis inh: -1; Yeast life ext: -10; bCat KO growth: 96

Results for O=S(=O)(N/N=C\c1ccc(-c2ccccc2Cl)o1)c1ccccc1 ?
NPY-Y2 antag: 9; Yeast growth inh: -44; MRP1 act: -2.2; GALR2 antag: 1; Measles CPE: 8; PTEN del growth: 87; bCat KO growth: 90; E-sel TNF inh: -6

How did O=C(COC(=O)CCc1nc2ccccc2s1)Nc1ccc(S(=O)(=O)N2CCOCC2)cc1 do in these assays?
Yeast growth inh: -58; MRP1 act: -3.6; Measles CPE: 5; PTEN del growth: 93; Phagocytosis inh: 0; bCat KO growth: 93

Results for CCOC(=O)c1c(C2CC2)csc1NC(=O)COC(=O)c1cc(OC)c(OC)cc1[N+](=O)[O-] ?
NPY-Y2 antag: 0; Yeast growth inh: -2; MRP1 act: -3.1; GALR2 antag: 5; Measles CPE: 21; PTEN del growth: 90; Phagocytosis inh: -10; Yeast life ext: -3; bCat KO growth: 82; E-sel TNF inh: -6

What do the screens show for `Cc1ccccc1N(CC(=O)N/N=C/c1cc(Br)c(C)o1)S(C)(=O)=O`?
NPY-Y2 antag: 4; Yeast growth inh: -11; MRP1 act: -1.9; GALR2 antag: 4; Measles CPE: 13; PTEN del growth: 101; Phagocytosis inh: -4; Yeast life ext: -5; bCat KO growth: 104; E-sel TNF inh: 17

How did Cc1ccccc1Cn1ccc(-c2ccc3c(c2)OCO3)n1 do in these assays?
NPY-Y2 antag: 4; Yeast growth inh: -19; MRP1 act: -1.1; GALR2 antag: -8; Measles CPE: 3; PTEN del growth: 87; Yeast life ext: -29; bCat KO growth: 80; E-sel TNF inh: 16

How did Cc1ccc2[nH]c(=O)c(CC=C(Cl)Cl)c(C)c2c1 do in these assays?
NPY-Y2 antag: 2; Yeast growth inh: -52; MRP1 act: 0.5; GALR2 antag: -2; Measles CPE: 15; PTEN del growth: 101; Phagocytosis inh: -4; Yeast life ext: 4; bCat KO growth: 89; E-sel TNF inh: 0

Results for COc1cc(/C=C/C(=O)OCC(=O)Nc2ccccc2Sc2ccc(Cl)cc2)ccc1O ?
NPY-Y2 antag: 6; Yeast growth inh: -39; MRP1 act: -1.7; GALR2 antag: 7; Measles CPE: 2; PTEN del growth: 57; Phagocytosis inh: -4; Yeast life ext: -2; bCat KO growth: 58; E-sel TNF inh: 11

Results for Cc1ccc(C2CCN(C(=O)Nc3ccccc3)C2)cc1 (stereo not given) ?
NPY-Y2 antag: 3; Yeast growth inh: -57; MRP1 act: -1.5; GALR2 antag: 12; Measles CPE: 10; PTEN del growth: 79; Phagocytosis inh: -3; Yeast life ext: -34; bCat KO growth: 82

How did O=C(Nc1nccs1)c1ccc(COc2ccc(Cl)cc2)o1 do in these assays?
NPY-Y2 antag: 6; Yeast growth inh: -27; MRP1 act: 1.3; GALR2 antag: 19; Measles CPE: 7; PTEN del growth: 94; Phagocytosis inh: -1; Yeast life ext: 8; bCat KO growth: 93; E-sel TNF inh: -15

What do the screens show for `CCC(C)(C)NC(=O)Cc1ccc(OC)c(OC)c1`?
NPY-Y2 antag: 3; Yeast growth inh: -25; MRP1 act: 0.1; GALR2 antag: -14; Measles CPE: 15; PTEN del growth: 88; Phagocytosis inh: 0; Yeast life ext: -10; bCat KO growth: 90; E-sel TNF inh: 23

As a short view, some entries already given.
How did COc1ccc(NC(=O)COC(=O)[C@@H]2CCCN2C(=O)c2cccs2)cc1 do in these assays?
NPY-Y2 antag: 1; Yeast growth inh: -38; MRP1 act: 0.8; GALR2 antag: 9; Measles CPE: 9; PTEN del growth: 105; Phagocytosis inh: 0; Yeast life ext: -11; bCat KO growth: 103; E-sel TNF inh: -9

Results for O=C(NCCO)c1cccc(Cl)c1 ?
NPY-Y2 antag: 2; Yeast growth inh: -2; MRP1 act: -0.4; GALR2 antag: -3; Measles CPE: 3; PTEN del growth: 96; Phagocytosis inh: 0; Yeast life ext: -1; bCat KO growth: 93

Results for CCOC(=O)c1ccc(NC(=O)CSc2nc(NC(=O)c3ccccc3)c3c(C)c(C)oc3n2)cc1 ?
NPY-Y2 antag: 3; Yeast growth inh: -14; MRP1 act: -1.4; GALR2 antag: -1; Measles CPE: 4; PTEN del growth: 66; Phagocytosis inh: -6; Yeast life ext: 1; bCat KO growth: 81; E-sel TNF inh: 41

What do the screens show for `O=C(Nc1ccc([N+](=O)[O-])cn1)C1CC1`?
NPY-Y2 antag: 1; Yeast growth inh: -16; MRP1 act: -0.4; GALR2 antag: 4; Measles CPE: 15; PTEN del growth: 87; Phagocytosis inh: -7; Yeast life ext: 2; bCat KO growth: 100

Going on with the list.
What do the screens show for `O/N=C1\CC/C(=N\O)c2nn(-c3ccccc3Cl)nc21`?
NPY-Y2 antag: 3; Yeast growth inh: -73; MRP1 act: -1.1; GALR2 antag: 4; PTEN del growth: 102; Phagocytosis inh: 0; Yeast life ext: -9; bCat KO growth: 105; E-sel TNF inh: -6

How did c1ccc(-c2cc3c(nn2)CCc2nonc2-3)cc1 do in these assays?
NPY-Y2 antag: -1; Yeast growth inh: 10; MRP1 act: -1.0; GALR2 antag: -8; Measles CPE: 5; PTEN del growth: 89; Phagocytosis inh: 0; Yeast life ext: 1; bCat KO growth: 94; E-sel TNF inh: 2

Results for O=C(CN1C(=O)CSc2ccccc21)NCCC1=CCCCC1 ?
NPY-Y2 antag: 4; Yeast growth inh: -27; MRP1 act: -2.2; GALR2 antag: 9; Measles CPE: 2; PTEN del growth: 81; Phagocytosis inh: 0; Yeast life ext: -2; bCat KO growth: 84

How did O=C1N=C2SCCN2/C1=C\c1ccccc1Cl do in these assays?
NPY-Y2 antag: 2; Yeast growth inh: -26; MRP1 act: -3.2; GALR2 antag: 3; Measles CPE: 3; PTEN del growth: 90; Phagocytosis inh: 0; Yeast life ext: -10; bCat KO growth: 98; E-sel TNF inh: -14

What do the screens show for `CCOc1ccccc1N(CC(=O)OC)S(C)(=O)=O`?
NPY-Y2 antag: -2; Yeast growth inh: -63; MRP1 act: -0.1; GALR2 antag: -4; Measles CPE: 9; PTEN del growth: 110; Phagocytosis inh: 0; Yeast life ext: -1; bCat KO growth: 99; E-sel TNF inh: -3

How did COc1ccc(CC(NC(C)=O)C(=O)N2CCN(C(=O)Nc3ccc(Cl)cc3)CC2)cc1OC (stereo not given) do in these assays?
NPY-Y2 antag: -3; Yeast growth inh: -18; MRP1 act: 2.3; GALR2 antag: 11; Measles CPE: 4; PTEN del growth: 94; Phagocytosis inh: -1; Yeast life ext: -9; bCat KO growth: 90; E-sel TNF inh: 17

What do the screens show for `COc1ccc(CN(CC(=O)NCC2CCCO2)C(=O)CNS(=O)(=O)c2ccc(C)cc2)cc1` (stereo not given)?
NPY-Y2 antag: 5; Yeast growth inh: -34; MRP1 act: -0.6; GALR2 antag: 7; Measles CPE: 5; PTEN del growth: 108; Yeast life ext: -4; bCat KO growth: 100; E-sel TNF inh: -19

How did O=C(Nc1ccc(Cl)c(Cl)c1)c1cccc(S(=O)(=O)NCc2cccnc2)c1 do in these assays?
NPY-Y2 antag: -2; Yeast growth inh: -34; MRP1 act: -0.5; GALR2 antag: -11; Measles CPE: 3; PTEN del growth: 16; Phagocytosis inh: -10; Yeast life ext: -8; bCat KO growth: 15; E-sel TNF inh: 39
